Screening data (PubChem)
14-3-3g Raf: modulators of 14-3-3 gamma protein binding, primary screen, biochemical, fluorescence polarization. 14-3-3 protein gamma (Homo sapiens), P61981. hit rate 0.19% among 160,000. inhibition, % at 40 µM. FP, 14-3-3gamma / TMR-pS259-Raf peptide binding; in the data active = inhibition above about 30%;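 also: 0% = protein plus tracer without compound and 100% = blank with tracer alone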
Target sequence (P61981 whole entry, looked up): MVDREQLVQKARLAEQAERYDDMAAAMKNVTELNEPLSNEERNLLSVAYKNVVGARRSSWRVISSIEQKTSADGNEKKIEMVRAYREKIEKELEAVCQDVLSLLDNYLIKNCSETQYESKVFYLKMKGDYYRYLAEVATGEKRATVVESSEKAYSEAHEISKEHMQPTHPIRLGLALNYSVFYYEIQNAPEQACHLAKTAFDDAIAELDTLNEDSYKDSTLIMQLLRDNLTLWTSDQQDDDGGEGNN
Active calls of the source: *; & = joins results of further samples. Not all compounds are listed; the hit share may differ from the screen's.

SMILES | 14-3-3g Raf
Cc1cc(S(=O)(=O)N2CCN(c3ncccn3)CC2)ccc1-n1cnnn1 | 4
Cc1ccc(N2CCN(C(=O)c3sc4ncn(Cc5ccccc5F)c(=O)c4c3C)CC2C)cc1 (stereo not drawn) | -12
O=C(Nc1nnc(SCc2ccc(F)cc2)s1)c1ccco1 | -7
COc1cc(OC)c(C2NC(=O)CCC2[N+](=O)[O-])cc1OC (stereo not drawn) | 1
O=C1CCC(=O)N1c1ccc(NCC2CCCO2)c([N+](=O)[O-])c1 (stereo not drawn) | 3
COc1cc(OC)cc(C(=O)NCCc2cc3cc(C)c(C)cc3[nH]c2=O)c1 | -24
CCCOC(=O)C1=C(C)NC(=O)NC1c1cccc(Oc2ccccc2)c1 (stereo not drawn) | -4
CC1CCCN(c2ccc(C(=O)O)cc2[N+](=O)[O-])C1 (stereo not drawn) | -5
COC(=O)COc1nsnc1N1CCOCC1 | 0&-5
O=C(Cn1c(=O)sc2ccccc21)N1CCN(C(=O)c2ccco2)CC1 | 0
CCCCSc1nc2c(c(=O)[nH]1)C1(CCCC1)Cc1ccccc1-2 | -2
c1csc(-c2cn3c(n2)SCC3)c1 | -3
CC(C)c1c(O)nc(SCC(=O)N2CCCCCC2)[nH]c1=O | 0
CCOC(=O)c1c(C)n(C)c2ccc(OC(=O)c3ccc([N+](=O)[O-])cc3)cc12 | -5
COCCCNC(=O)c1cc(OC)c(OC)c(OC)c1 | -3&-5
CC(=O)Oc1ccc(N(C(C)=O)S(=O)(=O)c2ccc(Cl)cc2)cc1Cl | -6
O=c1ccc(=O)n(-c2ccccc2Cl)[nH]1 | 2
Cn1c(=O)[nH]c(=O)c2c1nc(N1CCN(Cc3ccccc3)CC1)n2CCSc1ncccn1 | -3
COc1ccc(CNc2nc(SCC(=O)NC3CCCCC3)nc3ccccc23)cc1 | 0
Cc1c(C)c2cc(Cl)c(O)c(CN3CCCC(C)C3)c2oc1=O (stereo not drawn) | -8
Cc1ccccc1Oc1nc2c(c(=O)n(C)c(=O)n2C)n1Cc1ccc(Br)cc1 | 8
O=C(NC1CCCCCC1)c1ccc(Cn2c(=S)[nH]c3ccc(Br)cc3c2=O)cc1 | -8
Cn1cccc1Cc1nnc(SCC(=O)NCC2CCCO2)n1CCc1ccccc1 (stereo not drawn) | -3
COc1ccc(NS(=O)(=O)c2cc(C)ccc2C)cc1 | -6
Cc1ccc2[nH]c(=O)c(CN(CCCN3CCOCC3)C(=O)Nc3cccc(Cl)c3)cc2c1 | 3
O=C(O)CCC(=O)Nc1ccc(Oc2ccccc2)cc1 | -5
C=CCNc1nc(-c2ccc(O)c(C(N)=O)c2)cs1 | -2
COc1ccc(C(=O)CSc2nnc(-c3ccc(C)cc3)o2)cc1 | 3
Cc1cc(C(=O)CSc2nncs2)c(C)n1-c1c(C)n(C)n(-c2ccccc2)c1=O | 1
CCOc1ccc(C(=O)Nc2cccc(-c3nc4ncccc4o3)c2C)cc1Br | -1
COC(=O)c1c(N)sc2c1CCN(Cc1ccccc1)C2 | -118
CCn1cc(C(=O)NCC2CCCO2)c(=O)c2cc(S(=O)(=O)N(C)C)ccc21 (stereo not drawn) | 1
CN1C2=C(C(=O)CC(C)(C)C2)C(c2ccc(OCc3ccccc3F)cc2)C2=C1CC(C)(C)CC2=O | 0
Cc1cccn2c(=O)c3cc(C(=O)NCCCN4CCOCC4)n(C)c3nc12 | -2
CC(C)Sc1oc(-c2ccc(F)cc2)nc1S(=O)(=O)c1ccc(F)cc1 | -3
Cc1ccc(NC(=O)CSc2nc(C)cc(C)c2C#N)cc1 | -6
CC1CCCCN1CCNC(=O)c1ccc2c(c1)NC(=O)C(N1CCCCC1)S2 (stereo not drawn) | -7
c1ccc(-c2nnc3c4c5c(sc4ncn23)CCCC5)cc1 | -8
COc1cccc(NS(=O)(=O)c2cccnc2)c1 | -5
CC1CN(S(=O)(=O)c2ccc(C3CCCCC3)cc2)CC(C)O1 (stereo not drawn) | 0

A different layout for part of the listing above.
| compound | 14-3-3g Raf |
| --- | --- |
| CC1CCCCN1CCNC(=O)c1ccc2c(c1)NC(=O)C(N1CCCCC1)S2 (stereo not drawn) | -7 |
| COC(=O)c1c(N)sc2c1CCN(Cc1ccccc1)C2 | -118 |

Next structures
SMILES | 14-3-3g Raf
COc1ccccc1NC(=O)CN(C)S(=O)(=O)c1ccc(F)cc1 | -1
CCN(c1cccc(C)c1)S(=O)(=O)c1ccc2[nH]cc(C(=O)NCc3ccccc3OC)c(=O)c2c1 | 3
CCOc1ccc(C2C(C(=O)Nc3cccc(F)c3)=C(C)NC3=C2C(=O)CCC3)cc1 (stereo not drawn) | -8
Cc1nc2nc(-c3ccccc3)[nH]n2c(=O)c1Cc1ccccc1 | -15
CCCC(O)(CCN(C)C)c1ccc(OC)cc1 (stereo not drawn) | -3&-5
Clc1ccc(C2Oc3ccccc3C3CC(c4ccccc4)=NN32)cc1 (stereo not drawn) | -6
Cc1ccccc1CSCCNC(=O)CN(c1ccc2c(c1)OCO2)S(C)(=O)=O | -6
COc1cccc2cc3c(=O)n(-c4ccccc4)nc-3oc12 | 6
O=C(O)COCc1nc2ccccc2[nH]1 | 4
O=[N+]([O-])c1ccccc1C=Nc1ccc2oc(-c3cccc(F)c3)nc2c1 | -6
Cc1nc2c(C(=O)NCCN3CCOCC3)c[nH]n2c(=O)c1Cc1ccc(F)cc1 | -36
COc1cc(C2CC(C(F)(F)F)n3ncc(C(=O)Nc4cccc(Cl)c4C)c3N2)cc(OC)c1OC (stereo not drawn) | -15
O=C(CN1CCN(CC(=O)Nc2ccccc2F)CC1)Nc1ccc(F)cc1 | -10
COC(=O)C1=C(C)NC2=C(C(=O)CCC2)C1c1cc(OC)c(OC)cc1OC (stereo not drawn) | 4
Cc1ccc(OCCSc2ncnc3nc[nH]c23)cc1 | -11
Cc1ccc(C(NC(=O)c2cnccn2)C(=O)Nc2ccc(C(C)C)cc2)cc1 (stereo not drawn) | -7
COc1ccccc1CN1CC(C(=O)NCC2CCCO2)CC1=O (stereo not drawn) | 0
O=C1NC(=O)C(c2ccccc2)(c2ccccc2)N1 | -7&-1
COc1ccc(C(=O)N2CC(C)CC(C)C2)cc1[N+](=O)[O-] (stereo not drawn) | 0
O=c1oc(-c2ccccc2Br)nc2ccc(Br)cc12 | 5
COc1ccc(C2(C(=O)NC(C)C)CCCC2)cc1OC | 0
O=c1[nH]c(-c2cccc(Br)c2)nc2sc3c(c12)CCCC3 | -6
O=c1c2ccccc2c(C=NCCO)c(O)n1-c1ccccc1 | -7
Cc1ccc(NC(=O)c2oc3ccc(S(=O)(=O)N4CCCCCC4)cc3c2C)c(C)c1 | 1
CCOc1ccc(-n2c(=O)[nH]c3sc(C(C)=O)c(C)c3c2=O)cc1 | -73
Cc1ccc(S(=O)(=O)N2CCC(C(=O)Nc3nnc(-c4ccco4)s3)CC2)cc1 | -8
O=C(Nc1cccc2ccccc12)c1ccc(S(=O)(=O)N2CCOCC2)cc1 | -20
CCOC(=O)COc1ccc(C2C(C(=O)OC)=C(C)NC3=C2C(=O)c2ccccc23)cc1Cl (stereo not drawn) | -74
Cc1ccc(C(=O)NCc2ccccn2)cc1[N+](=O)[O-] | -7
O=C1CC(c2cccs2)CC2=C1C1c3ccccc3C(=O)N1c1ccccc1N2 (stereo not drawn) | -5
CCn1c(=NC(=O)c2ccc(S(=O)(=O)N3CCOCC3)cc2)sc2ccccc21 | -5
O=C(c1cc2nc(-c3ccco3)cc(C(F)(F)F)n2n1)N1CCN(c2ccccc2)CC1 | -2
Cc1cc(C)cc(N2C(=O)C3C4C=CC(C4)C3C2=O)c1 (stereo not drawn) | 5
CC(C)C(=O)Nc1ccc2oc(-c3ccccc3F)nc2c1 | -2
C#CCN1C(=O)C(O)(CC(=O)c2ccc(N(C)C)cc2)c2ccccc21 (stereo not drawn) | -11
CC(c1ccccc1)n1cc(C(=O)NCc2cccnc2)nn1 (stereo not drawn) | 2
CCOC(=O)c1cc(CC)sc1NC(=O)CC1SC(N)=NC1=O (stereo not drawn) | -1
CCOC(=O)c1c(C)oc2c(Br)cc(NS(=O)(=O)c3cc(C)c(C)cc3C)cc12 | 8
O=C(Cn1nc(-c2ccccc2)c2ccccc2c1=O)Nc1ccc(F)cc1 | 1
Cn1c(=O)c2nc(-c3ccc(F)cc3)oc2c2ccccc21 | 4
COc1ccccc1N1CCN(C(=O)NC2CCCCC2)CC1 | 5
COc1ccc(-c2nc3ncccn3c2Nc2ccc3c(c2)OCCO3)cc1 | 1&-4
CCN(CC)C(=O)CSc1nnc(-c2cccc(OC)c2)o1 | -6
O=C(c1ccc2c(=O)n(CCC3=CCCCC3)c(=S)[nH]c2c1)N1CCN(c2ccccn2)CC1 | -1
CC(=O)Nc1ccc(NC(=O)CSc2nc3ccccc3[nH]2)cc1 | -7
Cc1cc(C)cc(NC(=O)C2CC(=O)N=C(N)S2)c1 (stereo not drawn) | 0
CC(=O)Nc1nonc1NC(=O)CSc1ccccn1 | -6
CCCCN(CCCC)c1ncnc2c1cnn2-c1cccc(C)c1 | -11
O=C(COC(=O)C1CCN(S(=O)(=O)c2cccs2)CC1)c1cc2ccccc2o1 | -38
CC1Cc2nc(SCC(=O)Nc3ccc4c(c3)OCO4)n(CCc3ccccc3)c(=O)c2S1 (stereo not drawn) | -4

Next part:
SMILES | 14-3-3g Raf
COc1ccccc1CNc1nc(=S)[nH]c2cc(OC)c(OC)cc12 | -7
O=C(c1ccccc1Oc1nnnn1-c1ccccc1)N1CCOCC1 | -1
O=C(O)c1ccc(N2CCCC2=O)cc1O | -59
CC(C)(C)C(=O)NC(=O)Nc1cccc2nsnc12 | -26
COc1cccc(C2=NN3C(C2)c2cccc(OC)c2OC3c2ccc(SC)cc2)c1 (stereo not drawn) | -7
CC1=C(C(=O)Nc2ccc(F)cc2)C(c2ccc(N(C)C)cc2)C2=C(CC(C)(C)CC2=O)N1 (stereo not drawn) | -9
Cc1onc(-c2ccccc2Cl)c1C(=O)Nc1cccc2cccnc12 | -5&5
COc1ccc(C2=NN3C(C2)c2cc(Cl)ccc2OC3c2ccc(OC)c(OC)c2)cc1 (stereo not drawn) | -132
CCC(C)(C(=O)NC1CCCC1)N(Cc1ccco1)C(=O)c1ccccn1 (stereo not drawn) | 0&-9
O=C(COC(=O)CCc1c[nH]c(=O)[nH]1)Nc1cccc(Cl)c1 | 2
COc1ccc2nc(/N=C(\N)NC(=O)Cc3ccccc3)nc(C)c2c1 | 0
CCC(C)OC(=O)C1=C(C)NC(=O)NC1c1cccc(OC)c1 (stereo not drawn) | 5
COc1ccc(C2C(=O)N(C3CCCCC3)CC(=O)N2Cc2cccs2)cc1 (stereo not drawn) | -3
Cc1c(OCc2nn[nH]n2)ccc2c3c(c(=O)oc12)CCCC3 | 9
CCc1ccc(Nc2ccc([N+](=O)[O-])c3nonc23)cc1 | -211
COc1ccc(OC)c(-n2c(-c3cccc(O)c3)n[nH]c2=S)c1 | -7
Cn1nnc(NC(=O)c2cccc(F)c2)n1 | -5
CCOc1ccc(C(=O)Nc2ccc3oc(-c4ccc(I)cc4)nc3c2)cc1Br | -7
COc1ccc(OC)c(NC(=O)c2c(NCc3cccnc3)sc3c2CCCC3)c1 | -64
CCOC(=O)C1C(=O)C=C(c2ccco2)CC1c1cc(OC)ccc1OC (stereo not drawn) | 2

As a short view, part of the list above:
SMILES | 14-3-3g Raf
O=C(O)c1ccc(N2CCCC2=O)cc1O | -59
CC(C)(C)C(=O)NC(=O)Nc1cccc2nsnc12 | -26
COc1cccc(C2=NN3C(C2)c2cccc(OC)c2OC3c2ccc(SC)cc2)c1 (stereo not drawn) | -7
CC1=C(C(=O)Nc2ccc(F)cc2)C(c2ccc(N(C)C)cc2)C2=C(CC(C)(C)CC2=O)N1 (stereo not drawn) | -9
Cc1onc(-c2ccccc2Cl)c1C(=O)Nc1cccc2cccnc12 | -5&5
COc1ccc(C2=NN3C(C2)c2cc(Cl)ccc2OC3c2ccc(OC)c(OC)c2)cc1 (stereo not drawn) | -132
CCC(C)(C(=O)NC1CCCC1)N(Cc1ccco1)C(=O)c1ccccn1 (stereo not drawn) | 0&-9
O=C(COC(=O)CCc1c[nH]c(=O)[nH]1)Nc1cccc(Cl)c1 | 2
COc1ccc2nc(/N=C(\N)NC(=O)Cc3ccccc3)nc(C)c2c1 | 0
CCC(C)OC(=O)C1=C(C)NC(=O)NC1c1cccc(OC)c1 (stereo not drawn) | 5
COc1ccc(C2C(=O)N(C3CCCCC3)CC(=O)N2Cc2cccs2)cc1 (stereo not drawn) | -3
Cc1c(OCc2nn[nH]n2)ccc2c3c(c(=O)oc12)CCCC3 | 9
CCc1ccc(Nc2ccc([N+](=O)[O-])c3nonc23)cc1 | -211
COc1ccc(OC)c(-n2c(-c3cccc(O)c3)n[nH]c2=S)c1 | -7
Cn1nnc(NC(=O)c2cccc(F)c2)n1 | -5

(further entries)
SMILES | 14-3-3g Raf
CCCN(CCC)C(=O)Cn1c(=O)n(-c2ccccc2)c(=O)c2c3c(sc21)CCCC3 | 8
CN(c1ccc(C(=O)N2CCc3ccccc3C2)cc1)S(C)(=O)=O | -4
CCOc1ccc(-n2c(C)cc(C(=S)N3CCOCC3)c2C)cc1 | -25
CCCCOC(=O)c1cccc(NC(=O)c2ccccc2OC)c1 | -5
CCOc1ccccc1NC(=O)CSc1nccn1-c1cccc(OC)c1 | -4
CC(=O)c1c2c3c(cccc3n(C)c1=O)C(=O)c1ccccc1-2 | 32*
Cc1ccc(C2=NN(CC(=O)N3CCN(C)CC3)C(=O)CC2)cc1 | -5
O=C(CN1C(=O)c2ccccc2C1=O)Nc1ccc(S(=O)(=O)N2CCOCC2)cc1 | -1
CC(C)Cc1nc2oc3c(N4CCN(C)CC4)ncnc3c2c2c1CCCC2 | -5
CC(=O)NCCn1c(SCC(=O)OCc2ccccc2)nc2ccccc2c1=O | 3
CCOCCOC(=O)C1=C(C)NC2=C(C(=O)CC(c3cccs3)C2)C1c1ccc(C)s1 (stereo not drawn) | 4
COc1ccc(OC)c(-n2c(=S)[nH]c3cc(C(=O)NCc4cccnc4)ccc3c2=O)c1 | -3
Cc1csc2nnc(N)n12 | 0
CC(=O)Nc1ccc(Oc2cc(NC(=O)COc3ccccc3C)cc([N+](=O)[O-])c2)cc1 | -2
Cc1cccc(NC(=O)COc2ccccc2)c1 | 3
Cc1sc2ncn(CC(=O)N3CCC(C#N)CC3)c(=O)c2c1S(=O)(=O)N1CCC(C)CC1 | 0
